FAS-TE inh: FAS thioesterase domain inhibitors, primary screen, biochemical, fluorescence intensity, uHTS; recombinant FAS-TE, OMFH fluorogenic substrate, fluorescence endpoint; 0.67% of 360,000 active; inhibition, % at 15 µM; Fatty acid synthase (Homo sapiens), P49327;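 active = compounds whose normalised, plate-corrected inhibition of enzyme fluorescence in the single-dose primary screen is 50% or more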;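 note: 0% = DMSO with enzyme and 100% = substrate without enzyme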
E coli Lon inh: inhibitors of E. coli Lon protease, primary screen, biochemical, fluorescence polarization. purified E. coli Lon protease. inhibition, % at 7.94 µM. 0.42% of 360,000 active; in the data active = inhibition above about 13%, passing the limit was not always enough;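 note: 0% = enzyme with probe and DMSO and 100% = no enzyme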
Target sequence (P0A9M0 whole entry, looked up): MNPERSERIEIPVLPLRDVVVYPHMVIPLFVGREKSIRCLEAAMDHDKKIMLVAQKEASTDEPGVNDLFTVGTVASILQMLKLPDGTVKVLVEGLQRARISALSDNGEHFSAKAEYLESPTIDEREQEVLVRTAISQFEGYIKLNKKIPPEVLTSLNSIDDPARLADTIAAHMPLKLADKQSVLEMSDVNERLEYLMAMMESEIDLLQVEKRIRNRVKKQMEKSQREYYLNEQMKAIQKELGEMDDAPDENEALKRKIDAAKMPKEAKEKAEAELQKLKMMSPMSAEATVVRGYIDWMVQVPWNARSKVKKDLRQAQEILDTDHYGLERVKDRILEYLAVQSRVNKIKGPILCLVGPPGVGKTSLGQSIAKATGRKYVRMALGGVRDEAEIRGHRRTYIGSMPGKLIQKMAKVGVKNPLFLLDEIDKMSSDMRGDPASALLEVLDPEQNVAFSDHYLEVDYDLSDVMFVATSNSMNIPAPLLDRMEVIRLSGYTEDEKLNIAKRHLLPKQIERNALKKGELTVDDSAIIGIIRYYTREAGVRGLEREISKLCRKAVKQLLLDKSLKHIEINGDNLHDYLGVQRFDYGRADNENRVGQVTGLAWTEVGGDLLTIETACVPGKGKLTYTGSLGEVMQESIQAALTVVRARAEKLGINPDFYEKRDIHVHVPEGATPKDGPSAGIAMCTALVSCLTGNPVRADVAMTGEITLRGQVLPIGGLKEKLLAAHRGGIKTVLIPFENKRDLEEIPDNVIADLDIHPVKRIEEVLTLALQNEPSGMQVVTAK
MsrA inh: bovine MsrA enzyme inhibitors, primary screen, biochemical, absorbance, HTS; AID 651718, 2012; purified bovine MsrA, absorbance read-out; inhibition, % at 15.5 µM; Methionine sulfoxide reductase A (Bos taurus); 0.75% of 360,000 active; in the data active = inhibition above about 4.5%;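 note: 0% = vehicle wells with enzyme and 100% = reference inhibitor wells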
MsrA act: bovine MsrA enzyme activators, primary screen, biochemical, absorbance, HTS; Methionine sulfoxide reductase A (Bos taurus); purified bovine MsrA, absorbance read-out; activation, % at 10.6 µM; 0.3% of 360,000 active; in the data active = activation above about 7.5%;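 note: 0% = vehicle and 100% = reference activator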
MT1-MMP act inh: blockers of MT1-MMP proenzyme processing, primary screen, HT1080 RFP-PRO-GFP cells, GFP/RFP fluorescence; GFP/RFP ratio fluorescence, overnight; percent of plate control window, DMSO zero; GFP/RFP ratio change, % at 20 µM; 0.061% of 360,000 active;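 active = GFP/RFP ratio change of at least 30% with cell ATP level not reduced by more than half and red fluorescence within 50% of control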; note: strong numbers were not always called active
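Assay system: HT1080 RFP-PRO-GFP cells | Dosing: 20 µM single dose, 1% DMSO | Incubation: Cells overnight before dosing, compound overnight, 37 °C, 5% CO2 | Evaluation: GFP/RFP fluorescence ratio | Control set: DMSO-only wells and HT1080 RFP-L50D-GFP cell wells as references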
MLLE-PAM2 inh: inhibitors of PABP1 MLLE–PAM2 peptide binding, primary screen, biochemical, fluorescence polarization, FITC-PAM2, GST-MLLE | 0.36% of 360,000 active | inhibition, % at 20 µM; in the data active = inhibition above about 35%, passing the limit was not always enough;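 note: plate controls were DMSO wells with GST-MLLE for no effect and wells lacking GST-MLLE protein for full effect; some results filed as inactive read as strong as hits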
Rin1-Abl PPI inh: inhibitors of Rin1-Abl protein binding, primary screen, biochemical, TR-FRET; AID 588664, 2011; inhibition, % at 7.35 µM; 0.4% of 360,000 active; in the data active = inhibition above about 5%, passing the limit was not always enough
CSN inh: inhibitors of CSN-mediated cullin deneddylation, primary screen, biochemical, fluorescence polarization, uHTS. COP9 signalosome complex subunit 5 (Homo sapiens), Q92905. Purified CSN, SCF-Nedd8-OG deneddylation. inhibition, % at 12.5 µM. 0.38% of 360,000 active;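 active = pattern-corrected inhibition above about 35%, with an unprinted fluorescence ratio check between 0.5 and 1.5, limit read from the data, passing the limit was not always enough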;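 note: 0% = enzyme with substrate and 100% = substrate without enzyme; some results filed as inactive read as strong as hits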
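Assay system: purified human Csn5 enzyme expressed in HEK293T cells; Input: 0.24 nM Csn5 enzyme, final concentration; Reagent: 10 nM SCFSkp2-Nedd8OG; Compound dosing: 12.5 µM single point; Times: reaction 90 min, room temperature; Technique: fluorescence polarization readout.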
Rpn11 block: Rpn11 (PSMD14) deubiquitinase inhibitors, primary screen, biochemical, fluorescence polarization, uHTS | 26S proteasome non-ATPase regulatory subunit 14 (Homo sapiens), O00487 | human 26S proteasome, Ub4-pepOG fluorescence polarization; 20S core pre-blocked with epoxomicin | calls only at 20 µM | 0.59% of 360,000 active | AID 588493, 2011;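 active = inhibition at 20 µM, scaled to each plate's controls, above about 33%, limit read from the data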
Target sequence (O00487 whole entry, looked up): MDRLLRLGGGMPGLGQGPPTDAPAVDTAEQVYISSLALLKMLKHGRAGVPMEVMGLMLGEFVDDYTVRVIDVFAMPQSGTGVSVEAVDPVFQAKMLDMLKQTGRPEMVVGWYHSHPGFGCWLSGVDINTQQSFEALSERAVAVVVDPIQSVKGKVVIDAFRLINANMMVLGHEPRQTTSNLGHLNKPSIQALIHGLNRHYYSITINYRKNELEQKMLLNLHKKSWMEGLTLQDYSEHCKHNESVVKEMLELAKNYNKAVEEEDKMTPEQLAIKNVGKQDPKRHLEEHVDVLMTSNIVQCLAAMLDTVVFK
* marks the source's active call; other numbers are inactive results; i = inactive; x = no result given.

SMILES	FAS-TE inh	E coli Lon inh	MsrA inh	MsrA act	MT1-MMP act inh	MLLE-PAM2 inh	Rin1-Abl PPI inh	CSN inh	Rpn11 block
CCCC(C(=O)N(C)CC(=O)Nc1ccc(N2CCOCC2)cc1)c1ccccc1 (configuration not stated)	-5.1	-10.7	1.5	-0.4	1.5	-8.8	-4.0	-2.5	i
O=C(Cn1cnc2ccccc2c1=O)N(Cc1ccco1)c1ccc(O)cc1	-5.9	-0.1	0.7	-6.3	8.0	-6.7	2.4	6.7	i
CCn1c2ccccc2c2cc(NS(=O)(=O)c3ccc(C)cc3)ccc21	16.7	2.0	1.0	2.8	-4.4	2.5	4.5	5.2	i
COc1ccc(C(=O)Nc2ccc(C(=O)N3CCCCC3C)cc2)c(OC)c1OC (configuration not stated)	-0.9	-4.9	-0.2	-2.1	2.7	7.8	3.8	0.5	i
Cn1cccc1C(=O)NC(=O)COC(=O)c1cc([N+](=O)[O-])ccc1Cl	20.1	-2.9	0.7	-5.5	-2.7	4.7	-0.5	-3.0	i
CCOc1cc(N2CCOCC2)c(OCC)cc1NC(=O)c1cc(C)nc2ccccc12	0.4	-2.0	0.2	-15.5	0.1	0.3	-2.8	-1.2	i
CCc1nc2cc(NC(=O)C3(C)CCCN(C(C)=O)C3)ccc2o1 (configuration not stated)	-6.8	3.5	0.6	-1.5	3.8	1.6	-3.6	-1.8	i
COC(=O)c1ccc(C(=O)OC)c(NC(=O)CN2CCCCC2)c1	0.2	1.4	0.5	-8.9	2.5	4.5	-2.7	2.9	i
O=C(C1CCN(CCCc2ccccc2)CC1)N1CCCCC1	0.5	-8.1	-1.4	-1.9	0.7	6.3	-3.8	1.6	i
O=C(Nc1ccc(S(=O)(=O)Nc2ncccn2)cc1)c1ccc(S(=O)(=O)N2CCCC2)cc1	1.3	6.1	0.3	-1.9	-1.1	-1.8	-0.8	-9.3	i
CCOC(=O)C1(Cc2ccccc2C)CCCN(Cc2cn(C)nc2C)C1 (configuration not stated)	-7.7	18.2	1.7	-4.8	0.3	1.1	0.3	2.2	i
Cc1cc(/C(O)=C2\C(=O)C(=O)N(CCN(C)C)C2c2ccncc2)ccc1OCc1ccccc1 (configuration not stated)	-21.5	0.7	1.3	-5.6	-1.0	-17.7	0.6	-10.9	i
N#Cc1c(=O)c2nc(NCc3ccccc3)ncc2n2ccccc12	38.7	1.8	1.6	-7.3	-7.1	10.1	-6.6	-3.9	i
C[C@@H]1CN([C@H](C)CO)C(=O)CCCn2nncc2CO[C@H]1CN(C)Cc1ccccc1	-7.6	4.7	0.5	-1.3	1.3	10.8	-3.2	0.5	i
O=C1CN(C(=O)COC(=O)c2oc3ccccc3c2COc2ccccc2)c2ccccc2N1	19.1	-6.3	-0.6	-0.8	5.9	-1.0	0.8	2.1	i
O=C(O)CC(NC(=O)CC(c1ccccc1)c1ccccc1)c1cccc([N+](=O)[O-])c1 (configuration not stated)	56.4*	-3.0	0.2	-1.4	1.7	6.5	-0.3	-3.5	i
COc1ccc(Sc2ncnc3onc(C)c23)cc1	-6.3	3.2	0.0	-7.5	-0.4	4.6	0.7	1.4	i
Cc1ccccc1N(C)S(=O)(=O)c1nnc(NC(=O)c2ccco2)s1	-5.0	-8.5	3.4	-5.0	-1.5	-21.5	4.6	8.9	i
CC1(C)C(=O)Nc2ccccc2N1C(=O)CSc1nc(-c2ccccc2)cs1	12.5	-6.4	-0.2	0.3	-1.9	-9.9	-2.8	1.4	i
CCOc1ccc2nc(SCc3ccc(OC)cc3)sc2c1	17.5	-3.2	-0.8	-11.4	2.8	-0.8	-2.2	-6.1	i

Ordered by heavy-atom count (falling): five of the compounds above.
SMILES	FAS-TE inh	E coli Lon inh	MsrA inh	MsrA act	MT1-MMP act inh	MLLE-PAM2 inh	Rin1-Abl PPI inh	CSN inh	Rpn11 block
O=C1CN(C(=O)COC(=O)c2oc3ccccc3c2COc2ccccc2)c2ccccc2N1	19.1	-6.3	-0.6	-0.8	5.9	-1.0	0.8	2.1	i
CCOC(=O)C1(Cc2ccccc2C)CCCN(Cc2cn(C)nc2C)C1 (configuration not stated)	-7.7	18.2	1.7	-4.8	0.3	1.1	0.3	2.2	i
Cc1ccccc1N(C)S(=O)(=O)c1nnc(NC(=O)c2ccco2)s1	-5.0	-8.5	3.4	-5.0	-1.5	-21.5	4.6	8.9	i
COC(=O)c1ccc(C(=O)OC)c(NC(=O)CN2CCCCC2)c1	0.2	1.4	0.5	-8.9	2.5	4.5	-2.7	2.9	i
CCOc1ccc2nc(SCc3ccc(OC)cc3)sc2c1	17.5	-3.2	-0.8	-11.4	2.8	-0.8	-2.2	-6.1	i

Other entries.
SMILES	FAS-TE inh	E coli Lon inh	MsrA inh	MsrA act	MT1-MMP act inh	MLLE-PAM2 inh	Rin1-Abl PPI inh	CSN inh	Rpn11 block
Cc1cc(C(=O)NNC(=O)CCN2CCN(c3ccccc3)CC2)c2ccccc2n1	-4.1	-2.4	-0.7	-4.3	1.9	-24.4	-0.2	-0.5	i
O=C(c1cccs1)N1CCCC1	-7.1	-2.3	0.4	-4.8	5.7	-2.6	0.2	-0.5	i
COc1ccc(N2CCN(C(=O)c3cc4c(=O)n(Cc5ccccc5)ccc4nc3C)CC2)cc1	1.6	-89.2	2.4	-0.6	-1.8	-1.9	-0.3	-2.9	i
COC(=O)[C@@]12CCCN1[C@H](c1ccc(-c3ccc(F)cc3)cc1)[C@H]1C(=O)N(C)C(=O)[C@H]12	-1.3	-16.8	-0.6	0.7	1.2	-4.3	-0.1	99.5	i
O=c1[nH]c2c(s1)C(c1ccco1)C1C3CCC(C3)C1S2 (configuration not stated)	8.4	-7.7	1.2	-1.4	-13.7	-5.8	-0.6	16.3	i
COc1ccc(C(=O)NCC(=O)OCC(=O)Nc2sccc2C#N)cc1OC	-5.7	-10.2	-0.3	-3.8	-1.1	-33.6	0.7	11.3	i
COc1cc(-c2nnn(Cc3ccccc3C)n2)cc(OC)c1OC	4.8	-0.8	-0.5	-0.6	0.9	0.7	-0.1	0.7	i
O=C1/C(=C/c2cccnc2)SC(=NCc2ccccc2)N1Cc1ccccc1	11.6	1.1	2.0	-1.6	2.8	3.3	4.2	-0.2	i
COc1cc(OC)cc(-c2sc3ccc(OC)cc3c2C#CC(C)(C)O)c1	19.2	-2.3	0.3	-1.5	3.8	8.9	0.7	-3.3	i
CNC(=O)NC(=O)C(C)OC(=O)c1ccc(Cl)c(S(=O)(=O)Nc2ccc(F)cc2)c1 (configuration not stated)	-6.2	0.0	-0.9	-12.4	-15.1	-3.3	-1.8	3.7	i
Cc1nn(C)c(C)c1CS(=O)(=O)c1ccccc1	-6.5	-9.2	1.4	-2.5	-6.7	4.9	-0.2	4.6	i
Cc1nn(CCCC(=O)Nc2cc(Oc3ccc(F)cc3)cc([N+](=O)[O-])c2)c(C)c1[N+](=O)[O-]	37.8	-1.0	0.5	-0.8	-6.3	0.6	0.1	4.8	i
O=C(NCC1CCCO1)C1CC(c2ccc(Cl)c(Cl)c2)=NO1 (configuration not stated)	8.6	7.1	-0.6	-2.2	1.1	3.1	-3.7	2.1	i
O=C(NCCN1C(=O)S/C(=C\c2ccc(F)cc2)C1=O)C1CCN(S(=O)(=O)c2cccs2)CC1	21.1	-1.0	-0.8	-3.4	-2.5	7.2	-0.1	-1.6	i
Cn1c(-c2ccc3c(c2)OCO3)cnc1NC(=O)CCC(=O)NCCc1ccccc1	-3.5	-5.9	-0.2	-1.6	2.6	6.6	-1.4	-1.4	i
O=C1CC(NCc2ccc(F)cc2)C(=O)N1c1ccccc1 (configuration not stated)	-2.1	-6.3	0.6	-2.2	2.9	1.8	3.0	2.2	i
CC(C)CC1NC(=S)N(C2CCCCC2)C1=O (configuration not stated)	1.9	-1.3	1.0	0.2	0.6	16.9	-2.8	3.3	i
COc1ccc(-n2c(=S)[nH]c3sc(-c4ccccc4)cc3c2=O)c(OC)c1	-1.8	1.6	0.6	0.6	0.9	29.9	-0.9	2.2	i
Cc1cccc(C(=O)NC2CCCCCCC2)c1	-1.5	-1.1	1.5	-2.0	1.1	3.0	-0.7	-1.3	i
Cn1c2ccc(Br)cc2c2nnc(SCC(=O)O)nc21	-2.9	0.3	0.9	-11.6	2.3	31.7	1.6	4.5	i

Just E coli Lon inh, MLLE-PAM2 inh and MsrA act (three entries from above):
structure	E coli Lon inh	MLLE-PAM2 inh	MsrA act
COc1ccc(-n2c(=S)[nH]c3sc(-c4ccccc4)cc3c2=O)c(OC)c1	1.6	29.9	0.6
COc1cc(-c2nnn(Cc3ccccc3C)n2)cc(OC)c1OC	-0.8	0.7	-0.6
Cn1c2ccc(Br)cc2c2nnc(SCC(=O)O)nc21	0.3	31.7	-11.6

Going on with the list:
SMILES	FAS-TE inh	E coli Lon inh	MsrA inh	MsrA act	MT1-MMP act inh	MLLE-PAM2 inh	Rin1-Abl PPI inh	CSN inh	Rpn11 block
COc1ccc(/C=N/NC(=O)c2cc(-c3ccc(C)cc3C)nc3ccccc23)cc1COC(C)=O	38.9	2.3	2.6	-2.4	-0.1	-0.7	-1.6	2.6	i
Fc1ccc(-c2nnc(Cc3ccc(Cl)cc3)o2)cc1	15.0	3.9	0.4	-1.3	4.1	18.7	-1.9	-0.9	i
O=C(OC1CC2CC1[C@H]1CCCCN1C2=O)N1CCC(c2ccccc2)CC1 (some centres not stated)	-6.7	-0.8	2.0	-7.3	4.1	x	x	-3.8	x
Cn1c(SCc2ccccn2)nc2c1c(=O)[nH]c(=O)n2C	-7.2	5.7	0.0	7.2	-3.3	-4.3	-0.8	0.5	i
CCc1ccccc1NS(=O)(=O)c1ccc(SC)cc1	9.0	-1.3	-0.8	1.8	-2.1	-10.4	1.6	-6.6	i
Cc1ccc(C(=O)N[C@H](C(=O)OCC(=O)Nc2cccc(S(N)(=O)=O)c2)C(C)C)cc1	-1.7	-9.1	-1.7	-2.8	11.5	11.3	-0.9	0.8	i
COc1cccc(C(=O)NCC(=O)N/N=C/c2cccs2)c1	-11.8	-6.3	0.1	-4.6	8.9	-2.6	0.5	-12.7	i
O=c1cc(-c2c(O)c3ccccc3n(Cc3ccccc3)c2=O)[nH][nH]1	-5.6	1.0	3.1	-0.9	4.1	6.9	5.0	-3.1	i
Cc1c(NC(=O)CN2C(=O)NC3(CCCCC3)C2=O)c(=O)n(-c2ccccc2)n1C	-5.6	-9.6	0.3	-1.8	2.0	0.3	-3.0	5.2	i
CC(=O)c1cccc(NC(=O)N2CCC(NC(=O)C34CC5CC(CC(C5)C3)C4)CC2)c1	-5.6	-0.8	-0.3	-9.9	6.2	18.3	3.4	-2.3	i
CC(C)OC(=O)c1cc(-c2ccc(C=O)o2)ccc1Cl	15.8	0.0	0.4	-4.3	-1.7	-6.5	-5.6	-2.0	i
O=C1S/C(=C\c2ccc(N3CCOCC3)o2)C(=O)N1c1ccccc1	-133.4	-107.8	0.5	-1.9	-24.5	41.7	6.4	4.3	x
O=C(COC(=O)CNC(=O)c1ccc(Cl)cc1Cl)NNC(=O)c1ccccc1	-3.8	-1.3	1.4	-1.8	-3.8	-6.8	1.9	-3.2	i
Cc1sc2ncnc(N3CCN(CCOc4ccc(Cl)cc4)CC3)c2c1C	35.4	-3.0	-1.0	0.6	2.7	-15.2	-5.1	2.5	i

Screening data: PubChem, several laboratories
